# pCIP destab: compounds decreasing mouse p/CIP protein stability; decrease of EGFP signal, % at 10 µM; AID 1984; F442A p/CIP-EGFP cells, EGFP fluorescence, 16 h; Q05BA5; hit rate 0.01% among 290,000;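 active means EGFP signal decrease of at least 30% at 10 µM or well 3 SD below plate mean, unless failing retest; inactive means the rest, including hits failing retest or dose response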; further: some compounds called inactive have numbers as strong as hits; many of its hits are not listed in these tables
# IMP-1 inh: blocks Pseudomonas aeruginosa IMP-1 metallo-beta-lactamase | purified IMP-1, nitrocefin hydrolysis, epi-absorbance fluorescence | inhibition, % at 5.6 µM | hit rate 0.45% among 290,000 | AID 1556;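 active means inhibition above the mean plus 3 SD of all compounds in the same screening run, cut at about 4.5% in these data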;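 further: 0% = IMP-1 with DMSO and 100% = DMSO wells lacking enzyme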
#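 Material – recombinant IMP-1 enzyme, purified · Amount – IMP-1 0.2 nM before substrate addition · Medium – HEPES buffer pH 7.1 with ZnSO4 and Brij 35 · Timing – 25 °C, 15 min preincubation, 25 min reaction · Measured by – plate fluorescence quenching by hydrolysis product, ex 480/em 530 nm · Read-out – percent enzyme inhibition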
# IDE inh: cellular human IDE inhibition; P14735; inhibition, % at 5.59 µM; hit rate 0.41% among 320,000; HEK cells, FAbetaB cleavage, fluorescence polarization;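 active means percent inhibition above the average of all tested compounds plus 3 SD, set per screening campaign, cut at about 16% in these data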;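 further: IDE supplied by intact live HEK cells; FP after avidin binding of uncleaved biotin substrate so inhibition keeps polarization high; 0% = DMSO wells and 100% = 60 µM reference IDE inhibitor Ii1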
# Target sequence (P14735 whole entry, looked up): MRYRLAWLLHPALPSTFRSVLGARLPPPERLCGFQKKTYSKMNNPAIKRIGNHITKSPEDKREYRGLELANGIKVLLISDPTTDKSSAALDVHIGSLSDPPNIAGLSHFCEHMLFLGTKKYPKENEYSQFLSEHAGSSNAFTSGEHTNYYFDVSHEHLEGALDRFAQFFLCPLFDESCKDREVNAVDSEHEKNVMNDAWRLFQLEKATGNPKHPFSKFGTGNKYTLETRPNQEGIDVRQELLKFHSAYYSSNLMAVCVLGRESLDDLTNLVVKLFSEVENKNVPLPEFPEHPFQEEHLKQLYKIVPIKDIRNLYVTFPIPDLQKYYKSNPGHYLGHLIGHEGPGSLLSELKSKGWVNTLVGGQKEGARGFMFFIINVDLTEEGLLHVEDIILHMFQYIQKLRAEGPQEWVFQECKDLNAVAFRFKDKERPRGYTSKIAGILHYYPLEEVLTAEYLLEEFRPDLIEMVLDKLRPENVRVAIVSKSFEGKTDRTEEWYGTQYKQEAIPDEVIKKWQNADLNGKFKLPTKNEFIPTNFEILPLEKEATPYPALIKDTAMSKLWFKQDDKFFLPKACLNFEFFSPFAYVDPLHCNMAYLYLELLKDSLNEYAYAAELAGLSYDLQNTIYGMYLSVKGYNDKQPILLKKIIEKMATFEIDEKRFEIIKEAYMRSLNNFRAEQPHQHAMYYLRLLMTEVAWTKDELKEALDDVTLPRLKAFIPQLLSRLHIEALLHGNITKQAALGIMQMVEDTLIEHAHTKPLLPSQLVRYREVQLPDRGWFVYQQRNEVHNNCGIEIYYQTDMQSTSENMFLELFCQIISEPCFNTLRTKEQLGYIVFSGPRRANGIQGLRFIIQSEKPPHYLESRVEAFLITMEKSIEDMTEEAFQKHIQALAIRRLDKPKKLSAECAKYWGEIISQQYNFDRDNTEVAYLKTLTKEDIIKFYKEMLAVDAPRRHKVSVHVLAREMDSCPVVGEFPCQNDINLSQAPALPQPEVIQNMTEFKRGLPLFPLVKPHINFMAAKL
# HCV NS3 hel inh: blocks Hepatitis C virus NS3 helicase unwinding; NS3 helicase DNA unwinding, Cy5 molecular beacon fluorescence; inhibition, % at 10.9 µM; hit rate 0.56% among 290,000;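 active means inhibition above the mean of all tested compounds plus 3 SD, set per campaign, cut at about 35% in these data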;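 further: 0% = DMSO wells and 100% = thioflavine S control wells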
#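 Test system: hepatitis C virus NS3 helicase domain fragment enzyme. Also added: annealed dual-labelled DNA beacon duplex, ATP-started. Timing: 60 min unwinding reaction at 25 °C after ATP addition. Technique: Cy5 fluorescence. Measure: % inhibition of unwinding.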
# FID counter: displaces DNA intercalator in HCV helicase counter-screen | DNA fluorescent intercalator displacement, fluorescence | inhibition, % at 7.9 µM | hit rate 0.17% among 290,000 | AID 1845; in the data active means inhibition above about 37%;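 further: 0% = vehicle and 100% = reference compound; higher means more ethidium bromide displaced from hairpin DNA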
# VIM-2 inh: inhibitors of Pseudomonas aeruginosa VIM-2 metallo-beta-lactamase. purified VIM-2, nitrocefin hydrolysis, epi-absorbance fluorescence. inhibition, % at 5.6 µM. hit rate 0.89% among 290,000. AID 1527;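 active means inhibition above the mean of all tested compounds plus 3 SD, cutoff set per screening run, cut at about 7.5% in these data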;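 further: red hydrolysis product quenches plate fluorescence so inhibitors raise well fluorescence; 0% = enzyme with DMSO and 100% = DMSO without enzyme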
# PfM18AAP inh: blocks P. falciparum M18 aspartyl aminopeptidase; recombinant PfM18AAP, H-Glu-NHMec fluorogenic cleavage; inhibition, % at 7.35 µM; hit rate 1.2% among 290,000; AID 1822;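 active means inhibition above the campaign mean inhibition over all tested compounds plus 3 SD, cut at about 28% in these data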;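 further: 0% = plate median of test compound wells and 100% = 2 mM ZnCl2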
# SUMO HTRF inh: SUMOylation inhibition; P63279; HTRF SUMOylation assay, SAE1/SAE2 + UBC9, in vitro; inhibition, % at 35 µM; hit rate 0.36% among 290,000; AID 2006; in the data active means inhibition above about 50%, passing the limit was not always enough; further: strong numbers were not always called active
# IDE cell activ: IDE (human) activation, cell-based. P14735. HEK cells, FAbeta-B cleavage, fluorescence polarization; 0% vehicle, 100% cell-free pure enzyme wells. activation, % at 5.96 µM. hit rate 0.073% among 340,000;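 active means activation above the mean of all tested compounds plus 3 SD, set per screening campaign, cut at about 17% in these data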
# Numbers without * were called inactive; x = no result given.
SMILES,pCIP destab,IMP-1 inh,IDE inh,HCV NS3 hel inh,FID counter,VIM-2 inh,PfM18AAP inh,SUMO HTRF inh,IDE cell activ
COc1cccc(NC(=O)C(C)Oc2ccccc2)c1 (stereo not given),6,-1.0,3,3,-4,-1.2,-6,-16,3
COc1ccc(C)cc1NC(=O)c1cc(S(=O)(=O)N2CCOCC2)cn1C,0,-5.4,1,-3,-20,-3.4,-11,6,2
NNC(=O)c1cc(-c2ccc(N)cc2)nc2ccc(Br)cc12,1,-0.9,1,5,5,-0.2,7,-1,x
Cc1c(C(=O)N(C)Cc2ccccc2)oc2ccc(S(=O)(=O)N3CCCC3)cc12,-7,-3.1,1,-12,-34,-0.4,-5,7,0
CSc1ccccc1NC(=O)Nc1ccccc1,8,-3.7,3,-3,-3,-1.8,0,-2,8
Cc1ccc(NC(=O)CNc2ccc(Cl)c(Cl)c2)cc1S(=O)(=O)N(C)C,0,-3.1,-1,-1,-15,-1.9,8,-8,-6
Cc1cc([N+](=O)[O-])nn1CC(=O)NCCc1c[nH]c2ccccc12,-11,-3.7,7,0,3,-6.3,5,11,2
COc1ccc(C(=O)CCC(=O)Nc2ccc(Cl)cc2)cc1,7,-2.6,x,11,-8,-1.3,-2,1,-4
Cc1ccc(C(O)P(=O)(OCCC(C)C)c2ccc(N(C)C)cc2)cc1 (stereo not given),5,-0.8,0,-1,-35,-1.9,4,-4,-3
Cc1oc(-c2ccc(F)cc2)nc1CN1CCCC(C(=O)N2CCOCC2)C1 (stereo not given),-16,-1.1,x,-6,-2,-1.1,-4,-1,3
O=[N+]([O-])c1ccc2nc(CCCc3nc4ccc([N+](=O)[O-])cc4[nH]3)[nH]c2c1,-6,-2.8,-2,-8,13,-3.3,3,69*,5
COc1ccc(-c2nnc(SC(C)C(=O)Nc3nccs3)n2-c2ccccc2)cc1OC (stereo not given),-4,-2.2,2,2,-4,-6.7,-4,11,-6
O=C(COc1ccc(C(=O)c2ccccc2)cc1)NC1CCCCC1,-20,-2.0,8,-9,-30,-0.3,0,1,3
Cc1ccc2c(c1)C1(OCCCO1)C(=O)N2CC#N,15,-0.1,-1,5,-8,0.4,-6,-3,4
CCn1c(NC(=O)c2ccc(F)cc2)c2ccccc2nc1=O,0,-0.7,-3,-2,-2,-1.6,-4,-6,-2
Cc1[nH]nc(SCC(=O)N(C)c2ccccc2)c1[N+](=O)[O-],-2,-1.3,3,-1,-1,0.6,-8,9,2
COc1cccc(N=CC2=C(O)CC(C)(C)CC2=O)c1,-2,2.2,3,8,-20,3.1,13,5,-2
CCOc1ccc(NC(=O)Nc2nc(SCC)ns2)cc1,-11,-1.4,2,-14,-11,-2.4,-3,10,-3
COc1ccc(OC)c(Cc2nnc(CCC(=O)NCc3nc4ccccc4s3)o2)c1,1,-2.9,-3,2,-29,-2.9,-1,5,5
O=C(NCCN1C(=O)S/C(=C\c2cccnc2)C1=O)c1ccc(S(=O)(=O)N2CCCC2)cc1,-5,-1.2,9,-11,-23,-1.1,8,-8,4
Cc1ccc2nc(C)c3c(c2c1)N(c1ccc(F)cc1)CC3,-4,-1.1,-4,-9,4,11*,-7,29,x
Cc1ccc(-c2nnc3c4ccccc4c(C)nn23)cc1S(=O)(=O)N1CCN(C)CC1,x,-1.5,-2,2,-3,12*,4,x,-4
O=C(O)c1ccc(COc2c(F)c(F)c(F)c(F)c2F)o1,-1,-3.1,4,12,-4,-3.6,22,5,-2
Cc1ccc(NS(=O)(=O)c2ccc3c(c2)NC(=O)CO3)cc1,6,-2.5,10,0,-9,-3.9,-1,2,-1
COCCNC(=O)COc1ccc(C)cc1C(=O)c1cc(C#N)c(=O)n(C2CC2)c1,-1,-3.8,-6,7,-6,-3.1,-1,12,2
COc1cccc(NS(=O)(=O)c2cc(C)ccc2OC)c1,-10,-2.9,2,3,-10,-1.3,-6,-1,-3
CCC1Cc2c(nc(N)c3c(N)nc(N4CCOCC4)c(C#N)c23)O1 (stereo not given),6,-2.4,5,-7,0,0.8,5,28,-6
CC(C)(C)c1ccc(OCC(=O)NN2Cc3ccccc3C2=N)cc1,10,-2.0,3,-14,11,-1.9,-4,10,-4
CC(=O)Oc1cc2oc(=O)cc(C)c2cc1Cl,-6,-4.1,-1,-9,-3,-2.8,5,16,2
Cc1ccc2c(C(=O)CN3CCC4(CC3)OCCO4)c(C)[nH]c2c1,10,-2.8,2,-3,-3,-2.3,1,-1,0
Cc1cc[n+](-c2[nH]c(=O)sc2/C=N/N=C(\[O-])c2ccccc2)cc1,-3,-3.3,9,7,-4,-3.2,-3,-18,x
Cc1ccccc1NC(=O)c1nnn(-c2ccc3c(c2)OCCO3)c1N,-7,-1.9,7,-10,-11,-0.4,-3,10,-6
O=C(COC(=O)Cc1cccs1)Nc1ccccc1Cl,2,-1.8,-2,7,-3,-1.7,-16,6,0
OCc1cn(-c2ccccc2)nc1-c1cc2ccccc2o1,-3,-2.7,2,-6,-7,-3.9,-8,-1,-3
COC(=O)c1[nH]c2c(c1C)C(=O)CC(c1cc(OC)c(OC)c(OC)c1)C2 (stereo not given),-12,-5.3,4,3,-23,-3.7,4,19,3
COC(=O)c1nn(-c2ccccc2)c(-c2ccccc2)c1C(=O)c1ccccc1,-1,-2.1,4,3,-3,-3.4,1,-31,0
Cc1ccc(CN2C3=NCCCN3c3ccccc32)cc1,-1,0.1,-7,4,17,-3.5,1,-6,-3
COc1ccc(Nc2ccncc2[N+](=O)[O-])cc1,10,-1.6,3,6,2,-1.1,0,15,3
CN(C)C(=O)c1coc2nc3ccccc3nc12,-2,-3.6,14,-2,-2,-2.2,7,27,-2
CNc1oc(-c2cccs2)nc1C#N,-1,0.0,2,5,1,1.2,-1,20,4
COc1cc(S(=O)(=O)Nc2ccccc2)ccc1NC=O,3,-3.5,1,-1,-3,-2.5,9,6,1
CCOc1ccc(CCNc2nc3ccccc3n3cnnc23)cc1OCC,-15,-2.8,-6,-6,-15,-0.4,0,-4,3
Cc1c(NC(=O)CN(c2ccc(F)cc2)S(=O)(=O)c2ccccc2)c(=O)n(-c2ccccc2)n1C,-2,-2.8,-3,-6,-24,-4.5,-4,8,-3
COCCNC(=O)C(c1c[nH]c2ccccc12)N(C(=O)c1snc(C(N)=O)c1N)c1cccc(OC)c1 (stereo not given),0,-2.9,3,9,-25,-1.4,-1,2,-3
CCN(CC)S(=O)(=O)c1ccc(C(=O)NCC2CCCCC2)cc1,-12,-3.1,0,2,-35,-1.6,6,-1,3
CC(C)CCn1nc(C(=O)OC(C)C(=O)NC(N)=O)c2ccccc2c1=O (stereo not given),-13,0.6,3,4,-10,1.4,-2,13,0
O=C(O)CCC(=O)Nc1cccc(-c2csc(-c3ccccc3)n2)c1,-10,-2.8,-4,18,-32,0.0,-5,16,6
C=C1c2ccccc2NC(=O)N1c1ccc(C)cc1,-6,-4.8,-1,0,1,-0.7,8,14,3
O=C(CNC(=O)c1cccs1)NCC(=O)OCc1ccccc1Cl,-3,-2.1,1,-5,-4,-0.2,1,-13,5
Cc1ccc(-c2csc3n[nH]c(=S)n23)cc1,0,0.4,2,9,-8,46*,63*,9,1

# (continued)
SMILES,pCIP destab,IMP-1 inh,IDE inh,HCV NS3 hel inh,FID counter,VIM-2 inh,PfM18AAP inh,SUMO HTRF inh,IDE cell activ
CC(CN1CCOCC1)OC(=O)Cc1ccc(Cl)cc1 (stereo not given),-8,-2.0,-2,-11,4,-1.3,1,8,-1
Cc1cc(C(=O)N/N=C/c2sc(N3CCOCC3)nc2-c2ccccc2)c(C)o1,-10,-2.0,3,2,-16,-3.7,6,15,1
C=CCSc1nc2c(c(=O)[nH]c(=O)n2C)n1Cc1ccccc1,-2,-2.2,-12,7,-14,-1.3,-8,10,2
Cn1ccs/c1=N\S(=O)(=O)c1ccc(F)cc1,-1,-1.1,0,-1,1,-2.5,-6,3,8
COc1ccc(N2CCN(CCNC(=O)c3ccc4c(c3)[nH]c(=S)n3c5ccccc5nc43)CC2)cc1,-7,-1.2,-1,0,-1,-1.7,11,35,6
CC(C)c1c(C(=O)N/N=C/c2ccc(-c3ccccc3)cc2)nnn1-c1nonc1N,2,-2.6,0,-1,-1,-4.1,-4,3,10
CCOC(=O)c1sc2nc(CC(=O)OC)nc(NCc3ccc(Cl)cc3)c2c1C,-10,-2.0,1,5,-4,-3.8,-6,6,-7
O=C(Cn1cnc([N+](=O)[O-])n1)NCCc1ccccc1,-18,0.7,1,-7,-1,-2.4,-1,7,x
CS(=O)(=O)c1ccc2nc(NC(=O)C3CC(=O)N(c4ccc(F)cc4)C3)sc2c1 (stereo not given),-3,-2.0,0,1,-12,-2.4,-8,5,-5
O=C(Cn1cnnn1)Nc1cccc([N+](=O)[O-])c1,7,0.1,0,4,-2,-1.5,-2,6,3
COc1ccc(CCNC(=O)C2CCC(=O)N(CC3CCCCC3)C2)cc1 (stereo not given),3,-0.4,x,11,-32,-1.4,3,-8,-2
COc1ccc2oc(=O)c(C(=O)N3CCN(C(=O)c4ccccc4)CC3)cc2c1,6,-1.8,0,2,-14,-2.5,4,35,0
O=C(CN1C(=O)c2cccnc2Oc2ccc(Cl)cc21)N1CCCC1,-16,-2.5,0,3,-9,-3.0,-2,x,5
Cc1cc(C)nc(/N=C(/NC(=O)c2ccccc2)Nc2ccccc2)n1,-18,0.8,10,0,1,1.1,1,6,4
COc1cnc(-c2ccccn2)nc1Sc1ccc(Cl)cc1,-11,-4.4,-3,0,-5,-3.3,-4,15,0
CCN1CCN(CC(=O)Nc2c(OC)cccc2OC)CC1,-19,5.5*,2,2,4,-2.8,6,20,-3
COCCNC(=O)C(=O)NNS(=O)(=O)c1ccc2ccccc2c1,0,-4.6,-5,11,-6,-3.5,-7,6,3
Cc1ccc(Cl)cc1NS(=O)(=O)Cc1ccccc1,-2,-0.5,0,-2,-7,-0.4,1,1,-4
COc1ccc(NC(=O)CN(C)C(=O)CCNS(=O)(=O)c2ccc(Br)cc2)cc1,-3,-1.8,0,1,-30,-1.8,3,-16,-3
CC(/C=N/NC(=O)c1cc(C(C)C)[nH]n1)=C\c1ccccc1,0,-3.9,2,7,-9,-3.4,6,3,3
Brc1cccc(-c2nc(-c3ccncc3)no2)c1,6,-2.5,7,2,-4,-3.5,-1,3,2
O=C(O)CCC(=O)N1N=C(c2ccccc2)CC1c1cccs1 (stereo not given),-25,-0.6,-7,15,-21,-0.3,0,2,4

# Molecules shown so far that have bromine (3):
SMILES,pCIP destab,IMP-1 inh,IDE inh,HCV NS3 hel inh,FID counter,VIM-2 inh,PfM18AAP inh,SUMO HTRF inh,IDE cell activ
NNC(=O)c1cc(-c2ccc(N)cc2)nc2ccc(Br)cc12,1,-0.9,1,5,5,-0.2,7,-1,x
COc1ccc(NC(=O)CN(C)C(=O)CCNS(=O)(=O)c2ccc(Br)cc2)cc1,-3,-1.8,0,1,-30,-1.8,3,-16,-3
Brc1cccc(-c2nc(-c3ccncc3)no2)c1,6,-2.5,7,2,-4,-3.5,-1,3,2

# Outcome played no part in choosing rows, and some 3.6% of all compounds hit somewhere here.
